# Source: PubChem BioAssay
# ROMK mod – modulates human ROMK potassium channel activity; P48048; Tet-inducible ROMK, thallium flux fluorescence; actives lie on both sides; B-score at 10 µM; 130,000 tested, 2% active;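 active = signal ratio slope over the read window, or its plate-corrected B-score, at least 3 SD from the plate mean, either direction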;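 also: B-score of the F/F0 ratio slope over 7 to 12 s after thallium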
# PPARg SRC2 recr – PPARgamma-driven SRC-2 recruitment agonism; P37231; PPARgamma LBD-SRC-2 recruitment, biochemical; activation, % at 8 µM; 200,000 tested, 0.34% active; AID 1032; in the data active = activation above about 22%;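 also: 0% = vehicle and 100% = reference agonist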
# Target sequence (P37231 whole entry, looked up, the tested form may be a part): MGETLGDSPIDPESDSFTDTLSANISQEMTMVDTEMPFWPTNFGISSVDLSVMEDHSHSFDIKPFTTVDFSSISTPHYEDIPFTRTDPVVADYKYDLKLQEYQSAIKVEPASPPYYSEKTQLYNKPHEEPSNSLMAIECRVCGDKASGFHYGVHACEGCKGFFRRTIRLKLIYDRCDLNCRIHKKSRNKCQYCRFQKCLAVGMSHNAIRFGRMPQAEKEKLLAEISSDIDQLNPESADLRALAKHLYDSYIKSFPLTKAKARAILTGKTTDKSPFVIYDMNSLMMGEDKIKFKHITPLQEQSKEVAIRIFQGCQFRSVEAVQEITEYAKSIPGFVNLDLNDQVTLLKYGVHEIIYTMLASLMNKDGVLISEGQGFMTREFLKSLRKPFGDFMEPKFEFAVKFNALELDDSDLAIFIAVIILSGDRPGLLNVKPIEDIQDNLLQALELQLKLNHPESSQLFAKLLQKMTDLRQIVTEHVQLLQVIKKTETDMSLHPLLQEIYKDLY
# PPARg SRC3 recr – promotes SRC-3 coactivator recruitment by human PPARgamma | 200,000 tested, 0.26% active | AID 731 | P37231 | activation, % at 8 µM | biochemical PPARgamma/SRC-3 coactivator recruitment assay; in the data active = activation above about 23%;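 also: 0% = DMSO and 100% = reference agonist; some compounds past the cut are filed as inactive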
# S1P3 antagonist – antagonists of human S1P3 receptor; Q99500; inhibition, % at 4.98 µM; CHO S1P3 NFAT-BLA reporter, FRET fluorescence, antagonist mode; 170,000 tested, 0.27% active;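 active = inhibition above the plate cutoff, the mean inhibition of test wells on that plate plus 3 SD, cut at about 28% in these data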;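 also: cells challenged with S1P at its EC80 of 0.8 µM; blue over green emission ratio from cleaved BLA substrate after 4 h stimulation; 0% = S1P-stimulated wells and 100% = unstimulated DMSO-only wells; some compounds past the cut are filed as inactive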
# Target sequence (Q99500 whole entry, looked up): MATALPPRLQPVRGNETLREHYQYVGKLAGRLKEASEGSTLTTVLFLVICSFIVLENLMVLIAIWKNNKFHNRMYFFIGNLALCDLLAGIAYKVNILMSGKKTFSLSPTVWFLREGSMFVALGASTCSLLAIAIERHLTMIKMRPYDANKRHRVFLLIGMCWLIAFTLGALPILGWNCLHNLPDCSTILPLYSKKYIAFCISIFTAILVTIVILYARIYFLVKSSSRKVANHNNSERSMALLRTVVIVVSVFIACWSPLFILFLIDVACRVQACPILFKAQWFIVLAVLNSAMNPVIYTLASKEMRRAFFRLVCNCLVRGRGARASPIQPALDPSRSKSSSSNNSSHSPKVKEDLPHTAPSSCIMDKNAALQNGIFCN
# G6PDH CS – counter-screen for G6PDH assay hits: L. mesenteroides G6PDH inhibition; 200,000 tested, 0.12% active; AID 1020; Purified L. mesenteroides G6PDH, diaphorase/resazurin coupled fluorescence, 45 min; inhibition, % at 5 µM; in the data active = inhibition above about 50%
# PMI act hi M6P – PMI (human) activation, high substrate. P34949. coupled PMI enzyme assay, resazurin fluorescence, 20 min; stronger effect = higher value; 1 = untreated enzyme, 0 = substrate-free blank. activation factor at 20 µM. 190,000 tested, 0.34% active. AID 1216;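 active = activation factor of 2 or more at 20 µM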
#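 Test system: human phosphomannose isomerase with PGI, G6PDH, diaphorase coupling enzymes; Amount: PMI at 15 ng/mL final; Reagent: Mannose-6-phosphate 1.0 mM (near-saturating) plus 0.22 mM NADP+; Timing: 20 min, room temperature; Technique: resorufin fluorescence at Ex 544/Em 590 nm; Dosing: 20 µM single dose.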
# TR-FRET SRC-2 ct – flags TR-FRET format artefacts in PPARgamma SRC-2 recruitment agonist screen; TR-FRET artefact counter-screen; stronger effect = higher value; 200,000 tested, 0.4% active; AID 1049; TR-FRET ratio at 8 µM; in the data active = TR-FRET ratio above about 2000; also: inactives centre near 1500
# PMI activator – increases human mannose-6-phosphate isomerase activity; activation factor at 20 µM; 190,000 tested, 0.005% active; purified human PMI, coupled resazurin fluorescence, 20 min; stronger effect = higher value; 1 = vehicle control, 0 substrate-free wells; P34949; AID 1214;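 active = activation factor of 2 or more at 20 µM, relative to plate controls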
# Diaph inh CS – counter-screen for diaphorase-based assays: diaphorase inhibitors and chemical oxidizers. diaphorase resazurin-to-resorufin fluorescence, NADH, 16 min; bacterial (C. kluyveri) enzyme, not human. inhibition, % at 20 µM. 190,000 tested, 0.69% active. AID 1217;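 active = primary screen inhibition at 20 µM above a set limit, cut at about 50% in these data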;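 also: plate controls were DMSO with full reaction for no effect and wells lacking NADH for full effect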
#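 Test system: diaphorase enzyme from Clostridium kluyveri; amount: diaphorase at 0.14 U/mL in enzyme working solution; detection: fluorescence of resorufin formed from resazurin, Ex 544/Em 590 nm; times: reaction incubation of 16 min at room temperature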
# Diaph act CS – counter-screen for diaphorase-based assays: diaphorase activators and chemical reducers | 190,000 tested, 0.005% active | activation factor at 20 µM | Diaphorase/resazurin coupled assay, resorufin fluorescence, 16 min; stronger effect = higher value; 1 = vehicle wells, 0 = NADH-free wells;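 active = diaphorase activity raised at least twofold by the compound at 20 µM; inactive = activation factor below 2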
#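 Material: bacterial diaphorase enzyme (C. kluyveri); amount: enzyme 0.07 U/mL final; reagent: NADH substrate 0.114 mM plus resazurin dye 0.1 mM, final; doses: single compound dose of 20 µM, 1% DMSO final; timing: 16 min enzyme reaction, ambient temperature; measured by: fluorescence of resorufin, 544 nm excitation, 590 nm emission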
# PPARg SRC-1 ag – PPARgamma-driven SRC-1 recruitment agonism; PPARgamma-SRC-1 coactivator recruitment biochemical assay; 200,000 tested, 0.41% active; activation, % at 8 µM; P37231; in the data active = activation above about 19%;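 also: 0% = DMSO and 100% = reference agonist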
# * hit, by the source's call; x = no result given.
no.	SMILES	ROMK mod	PPARg SRC2 recr	PPARg SRC3 recr	S1P3 antagonist	G6PDH CS	PMI act hi M6P	TR-FRET SRC-2 ct	PMI activator	Diaph inh CS	Diaph act CS	PPARg SRC-1 ag
1	COc1ccc(NC(=O)CSc2nc(C)cc(C)n2)c([N+](=O)[O-])c1	-0.69	2	4	-9	8	0.9	1455	0.9	7	0.9	1
2	S=C(Nc1cccnc1)NC1CCCC1	x	4	-3	-9	-10	1	1562	0.9	3	1	3
3	C=CCCCOc1ccc(C(=O)O)cc1	x	4	3	-8	4	1	1467	0.9	4	1	-7
4	Cc1cccc(-c2noc(C3CCCCC3)n2)c1	x	7	9	-17	4	1	1617	0.9	2	1	1
5	O=C1CSc2ccc(C(=O)Nc3cccc(S(=O)(=O)Nc4ccc(Br)cc4)c3)cc2N1	-0.082	9	3	7	3	0.7	1441	0.4	19	0.8	-3
6	COC(=O)C1=C(C)N(CCc2ccccc2)C(=O)C1(NS(=O)(=O)c1ccc(NC(C)=O)cc1)C(F)(F)F (stereo not given)	-0.16	1	3	x	8	1	1438	0.9	7	0.9	0
7	O=C1C2C3C=CC(CC3)C2C(=O)N1/N=C/c1ccccc1O (stereo not given)	0.48	6	18	x	4	1	1622	1	-9	1.1	10
8	O=C(c1cc(-c2ccccc2)on1)N1CCN(C(=O)c2ccco2)CC1	0.071	5	-1	-7	6	1	1553	0.9	10	0.9	2
9	CC1(C)CC(=O)C2=C(C1)N(Cc1ccccc1)C(=O)C2(O)C(F)(F)F (stereo not given)	x	7	1	x	-3	1.1	1551	1	11	0.9	3
10	CCCNC(=O)c1cc2c3ccccc3n(C)c2s1	x	12	8	x	-16	0.9	1671	0.9	30	0.7	-2
11	Cn1c(-c2ccc3c(c2)OCO3)cnc1NCc1ccccc1Cl	-2.7	3	-2	-18	9	1	1507	1	1	1	0
12	c1cc(CNC2=NCCCCC2)ccn1	x	7	4	-10	-6	1.1	1594	1	2	1	18
13	CCSc1nc2c(sc3ccccc32)c(=O)n1C(C)C	0.41	4	6	x	7	1.1	1544	1	15	0.9	3
14	CN(Cc1cn(C)nc1-c1cccc(Cl)c1)C1CCOCC1	-0.079	-2	0	4	11	1	1581	1	0	1	0
15	N#CCSc1nn(-c2ccc(F)cc2)c(=S)s1	-2.1	-1	-2	-5	3	0.9	1455	1	11	0.9	-2
16	COC1(c2ccccc2)NC(=S)NN=C1c1ccccc1 (stereo not given)	0.027	-6	-12	x	-6	1.1	1329	1.1	7	0.9	2
17	CCOC(=O)CSC1=C(C#N)C(c2ccc(C)cc2)C(C(=O)OC)C(=O)N1 (stereo not given)	-0.049	1	3	x	1	1	1477	1	16	0.8	6
18	NC(N)=Nc1nc2ccc(Cl)cc2c(=O)[nH]1	0.24	6	4	0	4	0.9	1483	1	-3	1	-4
19	CCOc1cccc(NC(=O)C2CC(=O)N(C)C(=Nc3ccccc3)S2)c1 (stereo not given)	x	0	8	-18	-5	0.9	1687	0.9	19	0.8	10
20	COc1cccc(S(=O)(=O)Nc2cccc(C(=O)N3CCOCC3)c2)c1	0.041	6	12	x	1	1.1	1757	1.1	5	1	8
21	CCCCCn1c(CN2CCN(C(=O)OCC)CC2)nc2c1c(=O)[nH]c(=O)n2C	x	-8	-4	-3	-3	1	1425	0.9	8	0.9	1
22	O=C(N/N=C/c1ccc(N2CCCCC2)o1)c1ccccc1	x	-8	5	2	10	0.9	1483	1	13	0.9	4
23	CC(=O)N1CCN(Cc2cc(=O)n3cc(Cl)c(C)c(Cl)c3n2)CC1	0.37	10	0	-14	4	1	1456	1	11	0.9	0
24	COc1ccc(Cn2nnc3c(=O)[nH]c(C4CCN(C(=O)c5ccccc5Cl)CC4)nc32)cc1	x	-4	-3	-2	6	1.1	1819	1	0	1	0
25	CCOC(=O)c1ccc(N2C(=O)CC(N3CCCC(C)C3)C2=O)cc1 (stereo not given)	x	0	-11	x	1	0.9	1362	1.1	3	1	3
26	COc1ccc(CCNC(=O)c2ccc(=O)[nH]c2)cc1	-0.099	7	4	-3	6	1.1	1595	1.1	0	1	9
27	Cc1c(Cl)cn2c(=O)cc(CN3CCN(c4ccc(F)cc4)CC3)nc2c1Cl	0.34	3	4	-12	9	0.8	1600	1	0	1	-3
28	O=C(CNC(=S)NC(=O)c1ccccc1)c1ccccc1	-0.17	0	-1	-2	0	1.1	1602	1.1	26	0.7	-6
29	CCOc1ccccc1N1C(=O)c2ccc(C(=O)O)cc2C1=O	0.036	-1	5	12	0	1	1494	1	20	0.8	-2
30	COc1ccc(C(=O)Nc2ccc(C(=O)NCCc3ccc(OC)c(OC)c3)cc2)cc1	3.2*	-11	-2	-9	3	1.1	1428	1	0	1	5

# Part of the list above, with two lines to a compound.
# Results follow in this order: ROMK mod, PPARg SRC2 recr, PPARg SRC3 recr, S1P3 antagonist, G6PDH CS, PMI act hi M6P, TR-FRET SRC-2 ct, PMI activator, Diaph inh CS, Diaph act CS, PPARg SRC-1 ag
25. CCOC(=O)c1ccc(N2C(=O)CC(N3CCCC(C)C3)C2=O)cc1 (stereo not given)
→ x, 0, -11, x, 1, 0.9, 1362, 1.1, 3, 1, 3
12. c1cc(CNC2=NCCCCC2)ccn1
→ x, 7, 4, -10, -6, 1.1, 1594, 1, 2, 1, 18
22. O=C(N/N=C/c1ccc(N2CCCCC2)o1)c1ccccc1
→ x, -8, 5, 2, 10, 0.9, 1483, 1, 13, 0.9, 4
16. COC1(c2ccccc2)NC(=S)NN=C1c1ccccc1 (stereo not given)
→ 0.027, -6, -12, x, -6, 1.1, 1329, 1.1, 7, 0.9, 2

# Later entries
no.	SMILES	ROMK mod	PPARg SRC2 recr	PPARg SRC3 recr	S1P3 antagonist	G6PDH CS	PMI act hi M6P	TR-FRET SRC-2 ct	PMI activator	Diaph inh CS	Diaph act CS	PPARg SRC-1 ag
31	Cc1nn(-c2ccccc2)c(Cl)c1/C=N/NC(=O)CNC(=O)c1ccccc1Cl	x	5	4	9	5	1.1	1631	1	-4	1	4
32	CC(C)N(C)C(=O)c1ccc(OC2CCN(CCc3ccccc3)CC2)cc1	0.98	7	3	3	8	1	1582	0.9	5	0.9	6
33	O=C(COc1ccc(Br)cc1)N1CCN(c2ccccc2)CC1	x	9	15	x	3	1	1657	1	0	1	-1
34	CN=C(Cc1ccccc1)C1=C(O)CC(C)(C)CC1=O	1.4	6	6	-12	5	1.2	1587	1.1	-4	1	12
35	Cc1ccc(N2CCN(C3=NC(=O)C(Cc4ccccc4)S3)CC2)cc1 (stereo not given)	x	12	1	4	-18	1	1584	0.9	18	0.8	6
36	COc1ccc([N+](=O)[O-])cc1NC(=O)CSc1nc(C)c(C)c(C)n1	x	6	7	-16	-13	1	1527	0.9	13	0.9	4
37	COc1ccc(C(=O)O)cc1S(=O)(=O)N(C)CCc1cccnc1	x	0	-10	-12	6	1.1	1732	1.1	-3	1	0
38	COc1ccc(CNc2nc(-c3ccccc3)nn2C(=O)c2cccs2)cc1	0.15	1	8	x	10	1	1534	1	8	0.9	5
39	NS(=O)(=O)c1ccc(NC(=O)CSc2ncn[nH]2)cc1	0.6	-4	5	0	3	1	1584	1	8	0.9	2
40	CCn1c(-c2cc3c(C(F)(F)F)nn(C)c3s2)n[nH]c1=S	x	7	-11	x	-1	1	1561	1	13	0.9	9
41	Cc1ccccc1OCC(=O)NCc1ccccc1	-0.098	6	1	-5	-1	1	1585	1	24	0.8	4
42	COc1ccc(N2C(=O)CC(N3CCC(O)(c4cccc(C(F)(F)F)c4)CC3)C2=O)cc1 (stereo not given)	0.14	2	3	14	-6	1	1620	1	4	1	3
43	COC(=O)c1c(NC(=O)C2CC2)sc(C(=O)Nc2ccccc2)c1C	0.38	5	3	-1	4	0.9	1424	0.9	18	0.8	-1
44	COc1ccc(CSc2n[nH]c(C)n2)cc1Br	0.17	-3	5	x	4	1	1742	1	7	0.9	7
45	O=C(/C=C/c1ccoc1)c1ccccc1O	-1.2	6	7	-9	6	0.8	1563	0.9	20	0.8	3
46	Cc1ccc(C2CC(=O)NC3=C2C(=O)CCC3)cc1Br (stereo not given)	x	7	-1	-10	6	1	1581	0.9	3	1	6
47	CNC(=O)COC(=O)[C@@H](Nc1ccc(S(=O)(=O)N2CCOCC2)cc1[N+](=O)[O-])C(C)C	0.08	1	1	-13	6	1	1639	1	4	1	1
48	CC(=O)c1c(N2CCN(C(=O)c3ccco3)CC2)nc(=S)n(-c2ccccc2)c1C	x	-2	3	26	2	1	1380	1	31	0.7	-2
49	Cc1ccccc1OCCSc1nc2ncnc(N)c2[nH]1	-0.068	-5	-1	6	9	1.1	1529	1.1	13	0.9	-10
50	O=S(=O)(NCc1csc(-c2cccnc2)n1)c1cccs1	x	-3	1	-16	6	0.9	1434	0.9	9	0.9	-8
51	COCCNC(=O)CCC(=O)NNc1nc2ccccc2c2nc(C)nn12	x	13	1	-3	5	1	1576	1	1	1	5
52	COc1ccc(C(=O)C2CCN(C(=S)Nc3ccc(F)cc3)CC2)cc1	x	7	2	-14	6	1	1698	1	14	0.9	6
53	Cc1sc2ncnc(N3CCCCC3C)c2c1C (stereo not given)	-1.6	4	4	0	3	1	1923	1	11	0.9	-1
54	O=C(NNc1nc(-c2ccccc2)cs1)c1ccc(F)cc1	0.94	6	-1	-7	4	1.5	1857	1.6	5	0.9	-6
55	COc1ccc(/C=C2\CCCC(C(=O)C(F)(F)F)=C2O)cc1	-2.6	5	9	x	3	1.4	1680	1.3	-7	1.1	3

# Three entries from above, with one line to a screen:
[35] Cc1ccc(N2CCN(C3=NC(=O)C(Cc4ccccc4)S3)CC2)cc1 (stereo not given)
[36] COc1ccc([N+](=O)[O-])cc1NC(=O)CSc1nc(C)c(C)c(C)n1
[37] COc1ccc(C(=O)O)cc1S(=O)(=O)N(C)CCc1cccnc1

assay / entry,35,36,37
ROMK mod,x,x,x
PPARg SRC2 recr,12,6,0
PPARg SRC3 recr,1,7,-10
S1P3 antagonist,4,-16,-12
G6PDH CS,-18,-13,6
PMI act hi M6P,1,1,1.1
TR-FRET SRC-2 ct,1584,1527,1732
PMI activator,0.9,0.9,1.1
Diaph inh CS,18,13,-3
Diaph act CS,0.8,0.9,1
PPARg SRC-1 ag,6,4,0

# With a hit mark in ROMK mod, among the entries above:
item	mol	ROMK mod	PPARg SRC2 recr	PPARg SRC3 recr	S1P3 antagonist	PMI act hi M6P	PMI activator	PPARg SRC-1 ag
30	COc1ccc(C(=O)Nc2ccc(C(=O)NCCc3ccc(OC)c(OC)c3)cc2)cc1	3.2*	-11	-2	-9	1.1	1	5
